# Scp1 inh – Scp-1 (human) phosphatase inhibition; Recombinant Scp1, phosphopeptide, malachite green phosphate absorbance; inhibition, % at 20 µM; actives 0.88% (n = 340,000); AID 493091;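 active = inhibition above about 50% at 20 µM, limit read from the data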;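 note: plate controls were DMSO wells with enzyme for no effect and wells lacking enzyme for full effect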
# Target sequence (Q9GZU7 76-261 limits assumed): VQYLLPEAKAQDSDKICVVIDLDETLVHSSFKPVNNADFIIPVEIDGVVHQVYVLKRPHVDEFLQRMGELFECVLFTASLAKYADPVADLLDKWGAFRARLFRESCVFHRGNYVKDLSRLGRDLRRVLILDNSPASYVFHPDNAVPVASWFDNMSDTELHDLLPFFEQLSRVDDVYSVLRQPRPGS
#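 Times: enzyme reaction 45 min at room temperature, colour 5 min, stabilisation 30 min. Material: SCP-1 catalytic fragment, aa 76-261. Medium: Acidic Tris acetate buffer with magnesium and detergent. Signal: colorimetric free-phosphate detection, absorbance 630 nm. Read-out basis: % inhibition of SCP-1 phosphate liberation. Reagent: Phosphorylated 17-residue peptide substrate.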
# SUMO1 PPI mod – SUMO1-SIM interaction modulation; P63165; SUMO1 binding to a labelled peptide, TR-FRET, 1 h; inhibition, % at 20 µM; actives 0.33% (n = 360,000); AID 602429; in the data active = inhibition above about 37%
# Target sequence (P63165 whole entry, looked up): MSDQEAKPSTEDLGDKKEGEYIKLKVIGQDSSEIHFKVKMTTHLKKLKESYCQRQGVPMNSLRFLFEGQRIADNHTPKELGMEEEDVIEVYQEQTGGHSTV
# STEP inh – STEP (human) phosphatase inhibition; recombinant STEP, OMFP fluorogenic substrate, fluorescence; actives 0.25% (n = 360,000); P54829; inhibition, % at 20 µM;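 active = inhibition at 20 µM, scaled per plate between control wells, above about 37%, limit read from the data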;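 note: 0% = DMSO with enzyme and substrate and 100% = substrate only without enzyme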
#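 Measure: Control-normalized % inhibition with plate pattern correction | Test system: STEP phosphatase, cell-free reaction | Medium: pH 6.0 Bis-Tris with DTT and Tween 20 | Technique: Fluorescence, 480/540 nm | Times: Reaction 20 min, ambient temperature | Doses: Single compound dose of 20 µM, 1% DMSO final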
# CendR NRP1 mod – alters CendR peptide binding to human NRP-1; O14786; FAM-RPARPAR peptide binding to NRP-1, fluorescence polarization; inhibition, % at 25 µM; actives 0.85% (n = 360,000); AID 602438;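 active = inhibition or corrected inhibition above about 18%, plus a signal ratio from 0.5 to 1.5, limit read from the data, passing the limit was not always enough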; note: strong numbers were not always called active
# Rpn11 block – blocks the human proteasome subunit Rpn11; O00487; human 26S proteasome, Ub4-pepOG fluorescence polarization; 20S core pre-blocked with epoxomicin; calls only at 20 µM; actives 0.59% (n = 360,000);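 active = inhibition at 20 µM, scaled to each plate's controls, above about 33%, limit read from the data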
# Target sequence (O00487 whole entry, looked up): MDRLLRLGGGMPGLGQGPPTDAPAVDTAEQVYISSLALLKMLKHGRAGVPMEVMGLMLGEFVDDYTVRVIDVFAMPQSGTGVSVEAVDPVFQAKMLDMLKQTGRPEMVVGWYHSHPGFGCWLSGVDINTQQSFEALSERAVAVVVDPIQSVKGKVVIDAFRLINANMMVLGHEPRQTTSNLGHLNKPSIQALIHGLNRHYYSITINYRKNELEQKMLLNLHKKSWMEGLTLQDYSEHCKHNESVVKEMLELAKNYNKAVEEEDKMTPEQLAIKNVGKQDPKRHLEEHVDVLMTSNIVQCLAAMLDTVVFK
# DNMT1 block – blocks human DNA methyltransferase DNMT1 | DNMT1 molecular beacon, Hinp1I cleavage, fluorescence | actives 0.83% (n = 360,000) | inhibition (reported as % activation of signal), % at 10 µM; in the data active = inhibition above about 50%
# NadD inh – NadD (S. aureus) enzyme inhibition; AID 602399; actives 0.78% (n = 360,000); purified NadD enzyme, colorimetric absorbance read-out; inhibition, % at 20 µM; in the data active = inhibition above about 26%; note: some compounds past the cut are filed as inactive
# MT1-MMP act inh – blocks activation of human MT1-MMP. GFP/RFP ratio change, % at 20 µM. P50281. actives 0.061% (n = 360,000). HT1080 RFP-PRO-GFP cells, GFP/RFP ratio fluorescence, overnight; percent of plate control window, DMSO zero;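 active = GFP/RFP ratio change of at least 30% with cell ATP level not reduced by more than half and red fluorescence within 50% of control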; note: strong numbers were not always called active
#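 Test system: HT1080 cells expressing an RFP-PRO-GFP fluorescent reporter construct / Compound dosing: single-point 20 µM compound, 1% DMSO / Schedule: cells overnight before dosing, compound overnight, 37 °C, 5% CO2 / Evaluation: GFP/RFP fluorescence ratio / Control set: DMSO and RFP-L50D-GFP cell wells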
# SKN-1 inh – blocks SKN-1 activity in C. elegans; C. elegans VP596 Pgst-4::GFP/RFP ratio, acrylamide-induced, 24 h; inhibition, % at 21.8 µM; actives 0.49% (n = 360,000); AID 624304;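 active = interference check ratio from 0.5 to 1.5 plus GFP to RFP signal ratio inhibition reaching or exceeding a fixed threshold, cut at about 30% in these data, passing the limit was not always enough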; note: some compounds called inactive have numbers as strong as hits
# LMPTP block – LMPTP (human) inhibition. P24666. recombinant LMPTP-A, OMFP fluorogenic substrate, fluorescence intensity. inhibition, % at 20 µM. actives 0.22% (n = 360,000). AID 651560;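 active = compounds that cut the enzyme signal by at least half of the control window in the single-dose screen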;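 note: plate controls were DMSO wells with enzyme plus substrate for no effect and substrate without enzyme for full effect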
# Target sequence (P24666 whole entry, looked up): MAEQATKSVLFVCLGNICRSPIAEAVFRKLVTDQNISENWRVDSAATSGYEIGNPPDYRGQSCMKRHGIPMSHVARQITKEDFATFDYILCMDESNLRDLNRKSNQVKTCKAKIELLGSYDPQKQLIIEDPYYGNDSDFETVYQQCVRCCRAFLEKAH
#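 Test system: LMPTP-A phosphatase enzyme; input: 0.625 nM LMPTP-A final; reagent: OMFP substrate, 400 µM final; compound dosing: 20 µM single dose, 3% DMSO; incubation: 50 min dark incubation at room temperature; measured by: endpoint fluorescence intensity from OMFP dephosphorylation; measure: % inhibition relative to no-enzyme and uninhibited control wells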
# Starred values were filed as active, the others as inactive; i = inactive; / = no result given; + = active, no number; & = joins results of further samples; ! = a repeat was not active. This is a subset (hit frequency here may not be typical).
SMILES,Scp1 inh,SUMO1 PPI mod,STEP inh,CendR NRP1 mod,Rpn11 block,DNMT1 block,NadD inh,MT1-MMP act inh,SKN-1 inh,LMPTP block
C[C@]12CCC3C(CC[C@H]4C[C@H](O)CC[C@]34C)C1C[C@@H](O)[C@H]2O (stereo not given in full),-4,-4,-4,2,i,3,0,-2,-12,-0.7
O=C(c1cccs1)N1CCC(C(=O)O)(c2ccccc2)CC1,/,3,0,7,i,0,2,-1,18,1.0
Cc1nc2ccccc2c(=O)n1-c1nccs1,/,-1,1,-7,i,-3,1,0,-2,-0.3
O=C(Cn1cc(C(=O)c2ccccc2)c2ccccc21)NCc1ccco1,1,-4,0,23,i,-6,1,-15,24,3.1
CC(=O)OC1C2CCC1C(N1CCCCC1)CC2 (stereo not given),-5,2,10,12,i,0,1,-1,9,0.2
CCCC1COC(Cn2cncn2)(c2ccc(Cl)cc2Cl)O1 (stereo not given),-3,2,1,6,i,-1,-2,-3,3,-1.6
COc1cc(/C=C/c2nc3ccccc3c(=O)n2-c2ccccc2O)ccc1O,-12,-12,-2,-84,/,-3,-1,-68,14,1.4
CN1C(=O)NC(=O)/C(=C/c2ccc(C(=O)O)cc2)C1=O,-4,7,-5,8,i,19,-4,5,-15,1.6
COC(=O)C1=C(c2ccc(C(C)=O)cc2)C[C@@H]2CC[C@H]1N2C(=O)NCc1ccco1,8,0,1,-9,i,6,4,3,-2,-1.1
Clc1ccc2[nH]c3c(c2c1)CCNC3,-6,-10,-2,-2,i,-4,-2,2,3,-0.9
CCN(CC)C(=O)COc1cc(C)cc2oc(=O)c3c(c12)CCCC3,0,5,0,-11,i,0,-2,5,4,-3.1
COc1ccc(C(=O)OC2CC[C@@]3(C)C4CCC5[C@]6(O)CC(O)[C@@]7(O)C(CN8CC(C)CCC8[C@@]7(C)O)[C@]6(O)C[C@@]53O[C@]24O)cc1OC (stereo not given in full),-7,-5,0,-3,i,0,-11,3,8,-0.2
Oc1c(Br)c(Br)c(Br)c(Br)c1Br,-12,39,0,-51,i,1,8,1,15,1.0
O=C(Cc1cccs1)N1CCC2(CC1)OCCO2,-8,-2,-4,-17,i,-3,-3,-2,3,-0.6
COc1ccc(-c2nn(CCC#N)cc2C(=O)Nc2ccccc2Cl)cc1,-6,-5,-1,-7,i,-2,-4,1,22,0.1
Cc1nnc2ccc(N3CCN(C)CC3)nn12,26,2,4,-5,i,-4,1,2,-5,-1.3
Cc1cc(C(C#N)c2ccc(Cl)cc2)c(Cl)cc1NC(=O)c1cc(I)cc(I)c1O (stereo not given),9,51*,10,-18,+,74*,52*,7,-17,6.4
Cc1cc(NC(=O)COC(=O)c2c(C)nn(Cc3ccccc3Cl)c2Cl)no1,6,-5,2,3,i,20,-8,3,0,-1.7
CC(NC(=O)N1CC1(C)C)c1ccccc1 (stereo not given),-10,-2,-4,5,i,6,-1,0,0,-2.9
CS(=O)(=O)c1ccc(C2=C(CNC(=O)c3cccnc3)[C@H]3CC[C@@H](C2)N3Cc2ccccc2)cc1,/,5,5,-3,i,-2,2,-4,-10,0.1
CCC(COC(=O)c1cc(OC)c(OC)c(OC)c1)(c1ccccc1)N(C)C (stereo not given),-6&-12&-14,5&7,-2&3,23*!,i,-2&1,-3&-4,1&-2,-16&-9,1.2&-0.1
CCSc1nnc([C@@H](N)Cc2ccccc2)o1,-7,0,0,-10,i,1,0,2,4,-1.1
O=C1NC(=O)N(c2ccc(Cl)cc2)C(=O)/C1=C/c1coc2ccc(O)cc2c1=O,9,8,2,-59,+,4,3,1,-2,-1.1
Cc1cc(CN(C)C)c(OC(=O)N(C)C)cc1C,-8,4,-6,-1,i,4,5,3,22,-0.1
CC/C(=N\NC(=O)c1ccccc1O)c1c(O)n(C2CCCCC2)c(=O)[nH]c1=O,-5,5,-3,4,i,-1,5,0,8,-0.9
COc1cccc(NC(=O)[C@@H](NC(=O)N2C[C@H]3C[C@@H](C2)c2cccc(=O)n2C3)C(C)C)c1,-1,-2,2,-18,i,-2,0,1,12,0.4
CCC1(c2ccccc2)C(=O)N(COC)C(=O)N(COC)C1=O,49,2,0,2,i,0,1,3,15,-1.7
COc1ccc(-n2c(-c3ccccc3)nc3ccccc3c2=O)cc1,-7,-1,-1,4,i,-3,-1,-7,1,-1.9
O=c1[nH]c2ccccc2n1C1CCN(Cc2ccc(-c3nc4ccc(F)cc4nc3-c3ccccc3)cc2)CC1,/,-9,/,0,/,/,17,3,2,13
Clc1cccc(N2CCNCC2)c1,-6,2,-3,-5,i,-1,-5,-3,3,-2.6
COc1ccc(CCn2c(O)c(/C=N/N3CCOCC3)c(=O)[nH]c2=O)cc1OC,-8,2,-2,3,i,1,-4,4,6,2.8
O=C1NC(=O)C(=Cc2ccc(Oc3ccc([N+](=O)[O-])cc3)cc2)C(=O)N1,5,-26,2,-29,i,-8,6,5,5,0.7
CCN1CCN(C(=O)COc2ccc(S(=O)(=O)Nc3ccc(Cl)cc3)cc2)CC1,-8,-1,0,11,i,3,-10,1,-7,0.2
CCCn1c(C(=O)c2ccccc2)nc2ccccc21,0,-5,-2,12,i,5,1,-1,16,1.2
Cc1ccc(CNC2=NCCS2)cc1,-6,-3,0,12,i,-1,-4,3,2,-0.7
O=C(Cc1c(Cl)cccc1Cl)N1CCN(Cc2ccccc2)CC1,10,0,-2,22,i,-2,-7,6,-5,1.2
CCOC(=O)c1c(C)n(Cc2ccccc2)c2ccc(OCC(O)Cn3nc(C)cc3C)cc12 (stereo not given),-7,-2,-3,12,i,-5,-9,-4,-6,5.2
OC12ONC(c3ccccn3)C1N1CCC2CC1 (stereo not given),2,1,-6,3,i,8,1,-7,-2,-3.8
O=P(O)(O)C12CC3CC(CC(C3)C1)C2,3,-5,0,11,i,5,-3,5,6,-0.8
C=CCC1([C@@H](C)CCC)C(=O)NC(=O)NC1=O,4,-1,0,-4,i,-5,0,0,6,-0.4
CC(=O)c1ccc2c(c1)C1C(Cl)C(Sc3ccccc3[N+](=O)[O-])CC1C(c1ccccc1[N+](=O)[O-])N2 (stereo not given),-9,7,4,-26,i,-14,68*,-12,42*,5.3
COc1cc2oc(=O)c(CC(=O)N3C[C@H]4C[C@@H](C3)c3cccc(=O)n3C4)c(C)c2cc1Cl,1,1,1,5,i,0,2,-1,1,-0.3
CCOC(=O)C1(CCc2ccccc2)CCN(Cc2cccc3c2OCO3)CC1,1,-2,2,16,i,5,-3,1,0,-0.7
CCN(CC)C(=O)c1ccc(NC(=O)c2c(C)noc2C)cc1,0,5,2,0,i,0,0,10,-6,-0.6
Cc1cc([N+](=O)[O-])c2ccccc2[n+]1[O-],-15,-25,0,5,i,0,7,-21,-9,-1.1
COC(=O)C1=C(c2ccc(S(C)(=O)=O)cc2)C[C@@H]2CC[C@H]1N2C(=O)NC(C)C,-12,1,0,-10,i,-1,0,1,4,0.5
Cc1ccc(N)cc1Cl,-5,-1,-4,7,i,2,-2,-1,8,-0.7
CCCCn1c(O)c(/C(CC)=N/N2CCCCC2c2cccnc2)c(=O)[nH]c1=S (stereo not given),-2,-1,7,-30,i,-4,5,-12,1,-0.9
CCN1C(=O)C(=Cc2ccc(C)s2)C(=O)N(CC)C1=S,-10,13,2,-18,/,15,17,-20,45,3.7
CCN(C(=O)Oc1ccccc1)c1ccc(C(O)(C(=O)OC)C(F)(F)F)cc1 (stereo not given),-11,-4,0,-1,i,-5,1,0,2,-0.3
COc1ccc(-n2c(CNCCc3ccc(C)cc3)nc3ccccc3c2=O)cc1,-4,4,6,-5,i,-7,-3,-2,-13,9.0
COC(=O)C1C(O)CC2CCC1N2C (stereo not given),2,3,1,-4,i,1,-1,-2,1,-1.6
CCC1CCCCN1P(=O)(c1ccc(C)o1)C(C)(C)C (stereo not given),-7,0,-1,-1,i,4,0,-6,3,-1.2
CCOc1ccc(-n2c(O)c(C=NCCN3CCNCC3)c(=O)[nH]c2=O)cc1,-4,1,3,8,i,3,-5,2,2,-9.2
Cn1cc(NC(=O)CCl)cn1,-2,27,-3,-5,i,1,-4,1,1,-1.3
CCOc1ccc(CN2CCCC(C(=O)c3ccccc3OC)C2)cc1 (stereo not given),0,6,2,-4,i,10,-3,1,9,-0.9
CC(=O)N1N=C(c2c(O)n(C)c(=O)n(C)c2=O)CC1c1ccccc1 (stereo not given),3,3,0,-9,i,3,-5,8,0,-1.2
O=c1cccc2n1C[C@H]1C[C@@H]2CN2CCCC[C@@H]12,-2,-6,2,-8,i,2,0,-6,2,-1.1
COC1C(O)C(C)OC(OC2C(Oc3cccc4c(O)c5c(=O)oc6ccc(C)c7c(=O)oc(c34)c5c67)OC(C)C(O)C2O)C1O (stereo not given),-8,-20,0,-36,i,-19,1,3,9,1.1
COC(=O)C1=C(c2ccc3ccccc3c2)C[C@@H]2CC[C@H]1N2C(=O)NCc1ccc(F)cc1,-11,-1,2,-9,i,1,-9,2,10,2.4

# Compound profiles (already shown). Order of screens: Scp1 inh | SUMO1 PPI mod | STEP inh | CendR NRP1 mod | Rpn11 block | DNMT1 block | NadD inh | MT1-MMP act inh | SKN-1 inh | LMPTP block
# Shown for `COc1ccc(-n2c(CNCCc3ccc(C)cc3)nc3ccccc3c2=O)cc1` = -4 | 4 | 6 | -5 | i | -7 | -3 | -2 | -13 | 9.0
# Shown for `O=c1cccc2n1C[C@H]1C[C@@H]2CN2CCCC[C@@H]12` = -2 | -6 | 2 | -8 | i | 2 | 0 | -6 | 2 | -1.1
# Shown for `CC(=O)c1ccc2c(c1)C1C(Cl)C(Sc3ccccc3[N+](=O)[O-])CC1C(c1ccccc1[N+](=O)[O-])N2` (stereo not given) = -9 | 7 | 4 | -26 | i | -14 | 68* | -12 | 42* | 5.3

# More records.
SMILES,Scp1 inh,SUMO1 PPI mod,STEP inh,CendR NRP1 mod,Rpn11 block,DNMT1 block,NadD inh,MT1-MMP act inh,SKN-1 inh,LMPTP block
O=c1[nH]c(=O)n(Cc2ccco2)c(O)c1/C=N/N1CCCCC1,21,7,3,-80,i,23,3,-6,-3,0.0
CNC(=O)Oc1cccc2ccccc12,2,3,1,-6,i,0,-6,-2,-5,0.4
CN(C)C1=NP(N(C)C)(N(C)C)=NC(c2ccccc2)=N1,-7,9,0,7,i,-4,-2,3,-16,0.7
COP(=O)(OC)C(NC(=O)c1ccc(C)cc1)C(Cl)(Cl)Cl (stereo not given),-59,2,3,5,i,-1,-28,2,28,-1.3
O=C(CCC(=O)N1CC2C[C@@H](C1)Cn1c2cccc1=O)NCCc1ccccc1F,-4,0,1,3,i,-5,-1,5,7,0.1
